# Screening data from PubChem.
# Tat export inh: E. coli Tat transport inhibition | E. coli MC4100 TorA-mCherry Tat export, fluorescence | inhibition, % at 10 µM | hit rate 0.036% among 340,000 | AID 488895;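 active means mean replicate inhibition at least 50% and at least half of replicates individually reaching 50%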;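 further: exported cargo escapes ClpAP degradation while cytoplasmic cargo is degraded and loses fluorescence; 0% = median of neutral control wells and 100% = median of NaSCN control wells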
# SR-BI DiI-HDL act: SR-BI HDL lipid transfer activation; activation, % at 12.5 µM; hit rate 0.096% among 320,000; AID 504775; CHO ldlA[mSR-BI] cells, DiI-HDL uptake fluorescence, 3 h; 100 = double the neutral-control signal;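 active means mean replicate activation of at least 60% and every replicate at or above 60%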;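 further: 0% = median plate neutral-control signal and 100% = twice that signal; values of inactives mirror those of a sister screen read the other way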
#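 Material: SR-BI-overexpressing, LDLR-lacking CHO cells; schedule: compound exposure 3 h, 37 °C; reagent: DiI-labelled HDL at 10 µg/mL final; technique: bottom-read fluorescence, 550/595 nm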
# SR-BI HDL uptake: mouse SR-BI HDL lipid transfer inhibition; ldlA[mSR-BI] CHO cells, DiI-HDL uptake fluorescence, 3 h; inhibition, % at 12.5 µM; hit rate 0.96% among 320,000; AID 488896;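 active means mean replicate inhibition of at least 70% and a set share of replicates each scoring 70 or more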;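 further: 0% = median of neutral control wells and 100% = median of positive control wells; values of inactives mirror those of a sister screen read the other way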
# Target sequence (Q61009 whole entry, looked up): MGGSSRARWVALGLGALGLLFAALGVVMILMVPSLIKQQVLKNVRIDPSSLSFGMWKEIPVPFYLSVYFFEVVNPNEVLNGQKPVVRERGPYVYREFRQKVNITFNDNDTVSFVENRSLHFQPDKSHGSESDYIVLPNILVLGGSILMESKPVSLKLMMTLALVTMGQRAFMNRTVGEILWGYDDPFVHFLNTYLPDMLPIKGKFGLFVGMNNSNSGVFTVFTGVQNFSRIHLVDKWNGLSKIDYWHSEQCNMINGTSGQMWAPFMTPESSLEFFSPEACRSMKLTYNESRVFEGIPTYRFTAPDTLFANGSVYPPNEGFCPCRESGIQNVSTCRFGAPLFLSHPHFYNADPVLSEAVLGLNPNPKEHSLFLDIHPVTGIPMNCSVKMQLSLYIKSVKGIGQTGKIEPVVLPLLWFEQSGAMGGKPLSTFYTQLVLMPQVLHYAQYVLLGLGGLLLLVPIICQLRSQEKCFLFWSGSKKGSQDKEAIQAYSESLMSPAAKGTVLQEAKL
# E coli growth: counter-screen for AddAB inhibitors: E. coli growth inhibition; E. coli V3065 growth, OD600 absorbance, 18 h; inhibition, % at 11.9 µM; hit rate 0.27% among 330,000; AID 449728;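 active means inhibition above the campaign's mean inhibition across all tested compounds plus 3 SD, cut at about 9.9% in these data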;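 further: uninfected addAB+ strain grown without phage in ampicillin broth; 0% = DMSO wells and 100% = ciprofloxacin 0.95 µg/ml wells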
# AddAB inh: less growth of phage-infected E. coli with AddAB. E. coli expressing H. pylori AddAB, absorbance growth. inhibition, % at 11.9 µM. hit rate 0.29% among 330,000. AID 435030; in the data active means inhibition above about 12%;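 further: 0% = vehicle wells of infected cells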
# CAL PDZ FP-1: blocks peptide binding to human CAL PDZ domain; Q9HD26; purified CAL PDZ, TMR-peptide fluorescence polarization, 1 h; inhibition, % at 20 µM; hit rate 0.02% among 330,000; AID 504414;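 active means highest replicate inhibition of at least 40%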;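 further: plate controls were DMSO neutral control wells for no effect and unlabeled competitor peptide control wells for full effect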
#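 Test system: tagged CAL PDZ domain / Buffer or medium: sodium phosphate/NaCl buffer pH 7.4 with TCEP, IgG, Thesit / Reagent: TMR-labelled reporter peptide T*-PRC34 bound in PDZ groove / Compound dosing: single point, 20 µM / Schedule: 1 h incubation at room temperature before polarization reading / Technique: fluorescence polarization (mP) / Benchmarks: unlabelled peptide, DMSO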
# phage Ecoli inh: E. coli growth loss with phage present | growth absorbance | inhibition, % at 11.9 µM | hit rate 0.26% among 360,000 | AID 651602; in the data active means inhibition above about 11%
# MITF TRPM1 HTS: increases MITF-driven TRPM1 promoter luciferase signal; SK-MEL-5 TRPM1-promoter luciferase, 24 h; % of positive control, neutral wells = 0; hit rate 0.75% among 300,000; activation, % at 12.5 µM;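 active means mean activation of at least 80% with every replicate also reaching 80%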;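 further: 0% = neutral control wells and 100% = parthenolide positive control wells; values of inactives mirror those of a sister screen read the other way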
# Wnt bcat act: Wnt/beta-catenin pathway activation. hit rate 1.2% among 300,000. activation, % at 9.35 µM. AID 743398. Wnt/beta-catenin reporter cell assay, activator, plate reader; in the data active means activation above about 30%, passing the limit was not always enough;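 further: 0% = neutral control wells and 100% = positive control wells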
# CAL PDZ FP-2: blocks peptide binding to the human CAL PDZ domain | inhibition, % at 24.9 µM | hit rate 0.92% among 300,000 | AID 602252 | Q9HD26 | purified CAL PDZ, TMR-peptide fluorescence polarization, 1 h;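 active means mean inhibition of at least 30% with at least half of replicates also reaching 30%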;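 further: 0% = DMSO neutral control and 100% = excess unlabeled competitor peptide PRC23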
# * marks the source's active call; other numbers are inactive results; . = no result given. Compounds as they come; any-hit rate near 3.6%.
[1] CN1CCN(C(=S)NC(=O)c2ccco2)CC1
[2] O=c1[nH]c2cc3c(cc2cc1CN(CCc1ccccc1)C(=S)NCCCN1CCOCC1)OCCO3
[3] CC(C)n1cnc2c(N(C)c3cccc(Cl)c3)nc(N(CCO)CCO)nc21
[4] COc1ccc(Nc2c3c(nc4ccccc24)CCC3)c(OC)c1
[5] CCC(=O)N1CCN(c2ccc(NC(=O)c3ccc4c(c3)OCO4)cc2)CC1
[6] O=C(COc1nc2ccccc2nc1N1CCOCC1)Nc1ccc(S(=O)(=O)N2CCCC2)cc1
[7] O=S1(=O)CCOC[C@H](c2ccccc2)N1Cc1cccc(Cl)c1
[8] Cn1nc(-c2ccccc2)c2cc([N+](=O)[O-])ccc21
[9] CC1=C(C#N)C(NC(=O)C2CC2)(C(F)(F)F)C(=O)N1 (centres undefined)
[10] CCC(C)(C)c1ccc(OCCCC[n+]2cccc(C)c2)c(C(C)(C)CC)c1
Assay by compound,1,2,3,4,5,6,7,8,9,10
Tat export inh,-6,-5,2,3,4,-1,-2,0,6,27
SR-BI DiI-HDL act,-5,.,-5,-13,-12,-50,10,-12,27,22
SR-BI HDL uptake,5,.,5,13,12,50,-10,12,-27,-22
E coli growth,-1.5,.,0.8,-1.3,1.5,1.4,-1.7,-0.7,-0.2,.
AddAB inh,1.1,.,2.5,-1.2,2.5,2.4,-3.2,2.0,1.9,.
CAL PDZ FP-1,-2.8,-2.1,0.3,-2.5,-1.8,-2.3,-0.1,-0.5,0.6,-2.8
phage Ecoli inh,1.8,-0.6,0.7,3.1,2.2,4.0,1.3,0.9,0.4,1.9
MITF TRPM1 HTS,-6,14,9,-20,.,-2,6,.,-6,-97
Wnt bcat act,-2,-2,-2,-4,.,-3,-1,0,.,-4
CAL PDZ FP-2,2,-2,0,-5,2,4,3,2,.,-4

[11] COC(=O)c1ccc(CN2CCC(CO)(Cc3ccccc3Cl)CC2)cc1
[12] Cc1ccc(-n2nnnc2SCC(=O)c2cc(C)n(CC3CCCO3)c2C)cc1 (centres undefined)
[13] Cc1ccc(S(=O)(=O)N2CCCC2C(=O)OCc2ccco2)cc1 (centres undefined)
[14] COCCn1c(=NC(=O)CCS(=O)(=O)c2ccccc2)sc2cc(C)ccc21
[15] Cc1cc(C)n(CC(=O)N2N=C(C(F)F)CC2(O)C(F)F)n1 (centres undefined)
[16] CCc1nc(C)ccc1OCC(=O)N1CCc2c([nH]c3ccccc23)C1c1ccccn1 (centres undefined)
[17] CC(NCC(O)COc1ccc(Br)cc1)c1ccccc1 (centres undefined)
[18] CN1C(=O)c2ccccc2C(C(=O)NCCCN2CCCC2)C1c1c[nH]c2ccccc12 (centres undefined)
[19] C/C(=C/CCC(C)(O)C1CC[C@@]2(C)[C@@H]3CC=C4[C@@H](CC[C@H](O[C@H]5O[C@@H](CO)[C@H](O)[C@@H](O)[C@@H]5O)C4(C)C)[C@]3(C)C(=O)C[C@]12C)CO[C@@H]1O[C@H](CO)[C@@H](O)[C@H](O)[C@H]1O (some centres undefined)
[20] CCC(=O)Nc1cc(-c2nnc(OC)c3ccccc23)ccc1N1CCOCC1
Assay by compound,11,12,13,14,15,16,17,18,19,20
Tat export inh,-15,6,2,-10,7,30,12,4,8,-3
SR-BI DiI-HDL act,-13,-16,4,-1,22,-49,9,6,11,4
SR-BI HDL uptake,13,16,-4,1,-22,49,-9,-6,-11,-4
E coli growth,-1.6,-0.3,-0.2,-0.8,1.8,-0.5,-2.4,-2.9,0.0,-0.5
AddAB inh,-0.3,1.9,-1.7,-0.4,2.3,-1.6,0.7,0.7,0.2,0.5
CAL PDZ FP-1,-0.1,-0.9,-2.8,0.4,-3.5,-1.4,-1.0,-0.9,-0.5,-2.9
phage Ecoli inh,4.7,0.3,.,2.0,2.0,5.7,3.0,.,1.8,0.9
MITF TRPM1 HTS,3,51,-2,-7,1,-18,12,-7,1,-5
Wnt bcat act,-1,-2,.,2,.,-2,-2,.,-4,.
CAL PDZ FP-2,-5,1,-4,2,2,-2,7,-2,-2,-1

[21] O=C(CCCn1c(=S)[nH]c2cc3c(cc2c1=O)OCO3)NC1CC1
[22] COC(=O)c1cc(COC(=O)c2ccc(OC)c(S(=O)(=O)N3CCCC3)c2)oc1C
[23] O=C(NC(NC(=S)Nc1cccc(Cl)c1)C(Cl)(Cl)Cl)OCc1ccccc1 (centres undefined)
[24] CCN(CC)CCCN1C(=O)c2oc3ccccc3c(=O)c2C1c1cccnc1 (centres undefined)
[25] Cc1noc(C)c1C(=O)N1CCCC1
[26] Cc1ccc(S(=O)(=O)NCC2CCC(C(=O)NC3CCCCC3)CC2)cc1 (centres undefined)
[27] CC1CC(C)CN(C(=O)c2cccc(NC(=O)CC3SC(N4CCCCC4)=NC3=O)c2)C1 (centres undefined)
[28] CCCCn1c(N)c(N(CCOC)C(=O)C2CCN(S(=O)(=O)c3ccc(C)cc3C)CC2)c(=O)[nH]c1=O
[29] CSC(SC)=C(C#N)C(=O)c1ccccc1
[30] CN(Cc1ccccc1)C(=O)CCn1c(=O)oc2ccccc21
Assay by compound,21,22,23,24,25,26,27,28,29,30
Tat export inh,-5,-3,1,-1,4,0,4,25,-3,-6
SR-BI DiI-HDL act,9,-30,-21,11,35,-19,-3,10,3,-5
SR-BI HDL uptake,-9,30,21,-11,-35,19,3,-10,-3,5
E coli growth,2.8,.,-0.9,1.1,0.0,-0.5,-1.2,1.5,1.1,-2.5
AddAB inh,2.9,.,3.5,2.8,3.1,-0.5,-0.3,-1.8,3.7,-1.2
CAL PDZ FP-1,-0.8,-0.8,-1.5,-0.3,-1.8,0.1,-1.2,0.1,1.4,0.0
phage Ecoli inh,2.1,1.3,-2.8,3.5,2.1,2.9,2.1,2.2,0.8,5.7
MITF TRPM1 HTS,4,-4,-5,-15,15,5,-19,-4,.,.
Wnt bcat act,.,0,.,.,.,-2,-4,-5,1,-2
CAL PDZ FP-2,0,-5,-3,-2,-2,1,.,-3,-6,.

# The closing 4 entries of the part above open the next one.
[27] CC1CC(C)CN(C(=O)c2cccc(NC(=O)CC3SC(N4CCCCC4)=NC3=O)c2)C1 (centres undefined)
[28] CCCCn1c(N)c(N(CCOC)C(=O)C2CCN(S(=O)(=O)c3ccc(C)cc3C)CC2)c(=O)[nH]c1=O
[29] CSC(SC)=C(C#N)C(=O)c1ccccc1
[30] CN(Cc1ccccc1)C(=O)CCn1c(=O)oc2ccccc21
[31] Cc1ccc(OCc2cc(C(=O)NCC(C)(C)N3CCOCC3)no2)cc1C
[32] COc1ccc(N2C(=O)CSC(c3ccccc3)C2=O)cc1 (centres undefined)
[33] Cc1cc(NC(=O)CC(CN(C)S(=O)(=O)c2ccccc2)c2ccccc2)no1 (centres undefined)
[34] CN(C)S(=O)(=O)c1ccc(Cl)c(-c2nnc3n2CCCCC3)c1
[35] Cc1nonc1NC(=O)c1ccc(Cl)c(S(=O)(=O)N2CCCCC2)c1
[36] Cc1nn(-c2ccccc2)c(C)c1NC(=O)COC(=O)C1CC(=O)N(CCc2ccccc2)C1 (centres undefined)
[37] O=C(Cn1cc(COc2c(Br)cc(F)cc2Br)nn1)c1ccc(O)cc1
[38] C=CCOc1ccc(/C=C2/C(=O)ON=C2C)cc1OCC
[39] Cc1cccn2c(=O)c3cc(C(=O)N4COCC4(C)C)n(Cc4ccccc4)c3nc12
[40] O=C(Nc1ccc(OC(F)F)c(Cl)c1)c1cccc(OC(F)F)c1
Assay by compound,27,28,29,30,31,32,33,34,35,36,37,38,39,40
Tat export inh,4,25,-3,-6,7,2,15,-3,-1,-4,-5,-4,6,-4
SR-BI DiI-HDL act,-3,10,3,-5,.,9,-4,6,1,-2,-15,23,.,-67
SR-BI HDL uptake,3,-10,-3,5,34,-9,4,-6,-1,2,15,-23,.,67
E coli growth,-1.2,1.5,1.1,-2.5,-1.4,4.5,0.1,1.3,0.6,0.0,.,-1.8,0.8,6.4
AddAB inh,-0.3,-1.8,3.7,-1.2,4.4,1.1,0.3,0.0,-0.9,-1.2,.,0.4,4.5,7.3
CAL PDZ FP-1,-1.2,0.1,1.4,0.0,-1.7,-2.4,-1.2,-1.0,-0.1,-2.3,-0.8,-1.1,-1.8,-1.1
phage Ecoli inh,2.1,2.2,0.8,5.7,3.7,1.6,1.8,4.0,1.9,1.0,-0.8,-0.9,2.6,.
MITF TRPM1 HTS,-19,-4,.,.,121*,11,.,-4,-21,4,1,-20,6,88*
Wnt bcat act,-4,-5,1,-2,47*,1,1,-2,.,-2,-3,-1,-2,.
CAL PDZ FP-2,.,-3,-6,.,3,-1,-6,-2,-4,-3,-3,-3,1,-1

[41] O=S(=O)(c1ccccc1)N(CC(O)COc1ccccc1)c1ccccc1 (centres undefined)
[42] Oc1ccc(-c2c(C3=CCCCC3)sc3ccccc23)cc1
[43] COc1ccc(C(CNC(=O)CCNC(=O)c2ccccc2OC)N2CCCC2)cc1 (centres undefined)
[44] CCCN(Cc1nnc(-c2ccccc2Cl)o1)C(=O)COc1ccc(Cl)cc1
[45] O=C(CC1C(=O)NCCN1Cc1cccc(F)c1)NCCCCCN1CCOCC1 (centres undefined)
Assay by compound,41,42,43,44,45
Tat export inh,6,-2,6,2,0
SR-BI DiI-HDL act,-5,-8,3,-4,29
SR-BI HDL uptake,5,8,-3,4,-29
E coli growth,2.1,0.5,-0.4,-1.4,-0.2
AddAB inh,1.4,0.9,0.3,-0.2,-0.6
CAL PDZ FP-1,-0.1,-2.1,-1.9,-1.5,-1.1
phage Ecoli inh,2.1,1.5,1.0,-0.5,-1.6
MITF TRPM1 HTS,2,-3,1,.,-4
Wnt bcat act,-1,-1,0,0,1
CAL PDZ FP-2,57*,-5,1,-2,48*

# Reprinted, compounds 11–13
[11] COC(=O)c1ccc(CN2CCC(CO)(Cc3ccccc3Cl)CC2)cc1
[12] Cc1ccc(-n2nnnc2SCC(=O)c2cc(C)n(CC3CCCO3)c2C)cc1 (centres undefined)
[13] Cc1ccc(S(=O)(=O)N2CCCC2C(=O)OCc2ccco2)cc1 (centres undefined)
Assay by compound,11,12,13
Tat export inh,-15,6,2
SR-BI DiI-HDL act,-13,-16,4
SR-BI HDL uptake,13,16,-4
E coli growth,-1.6,-0.3,-0.2
AddAB inh,-0.3,1.9,-1.7
CAL PDZ FP-1,-0.1,-0.9,-2.8
phage Ecoli inh,4.7,0.3,.
MITF TRPM1 HTS,3,51,-2
Wnt bcat act,-1,-2,.
CAL PDZ FP-2,-5,1,-4
